High-throughput results deposited in PubChem BioAssay by National Center for Advancing Translational Sciences (NCATS).
CXXC DNA block – qHTS Fluorescence Polarization Assay for Inhibitors of MLL CXXC domain - DNA interaction. Histone-lysine N-methyltransferase 2A (Homo sapiens), Q03164. MLL-CXXC / FITC-HOXA9 DNA fluorescence polarization. hit rate 0.037% among 290,000. AID 2662, 2010. Potency, µM (series often up to 115 µM), for inactives: top-dose activity change, negative = inhibition, hits mostly inhibitors; active = well fitted inhibition curve with a large enough effect in the polarisation, with a control signal flat, not every such curve was filed as active; inconclusive = small, poorly fitted or top-dose-only effect, or effect the other way, or a change in a side signal; inactive = no such curve, though single readings can be large or run the other way; the % refers to the polarisation; also: potency is read from the fitted curve at half-maximal effect
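Steps: dispense CXXC domain solution (7 uM) → pin compounds or unlabeled HOX-A9 DNA control → 5 min ambient → add FLSN-HOX-A9 solution (50 nM) → spin → 30 min ambient → fluorescence polarization. Tris pH 7.5/NaCl/DTT/BSA buffer.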
A-T KAP1 phos – qHTS Assay for Identifying a Potential Treatment of Ataxia-Telangiectasia; […] A-T fibroblasts, KAP-1 phosphorylation AlphaLISA; neocarzinostatin DNA damage 30 min before lysis; Potency, µM (doses to about 57.5 µM), for inactives: top-dose activation, most hits filed as activators; hit rate 0.19% among 320,000; AID 485349, 2010; also: potency is read from the fitted curve at half-maximal effect; % of control where 0% means no effect; nearly all actives have a fitted effect of over 45% in size
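ATM-like activity read as KAP-1 phosphorylation via AlphaLISA donor/acceptor antibody pairs after lysis and 6 hr at 25C. Cells were ATM-null patient fibroblasts ([…], hTERT), dosed 60 min, then exposed to the DSB inducer NCS for 30 min.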
BCR signal inh – qHTS Assay to Find Inhibitors of Chronic Active B-Cell Receptor Signaling; Potency, µM (doses to about 46.1 µM), inactives show at the highest dose ratio change, negative = lower green/red ratio, most hits filed as inhibitors; AID 493014, 2011; ABC-DLBCL IkBa-CBG/CBR reporter, luminescence ratio, 4 h; hit rate 0.05% among 340,000; active = well fitted inhibition curve with a large enough effect in the signal ratio, with a control signal flat, not every such curve was filed as active; inconclusive = small, poorly fitted or top-dose-only effect, or effect the other way, or a change in a side signal; the % refers to the signal ratio;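 also: potency is read from the fitted curve at half-maximal effect; plate controls were basal doxycycline-induced cells for no effect and cells given 10 µM MG132 for full effect; MG132 reads +100%, hits lower the ratio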
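Compounds up to 46 uM were incubated four hours with TMD8 cells whose green CBG68 luciferase is fused to IkappaBalpha; red CBR luminescence normalised the signal, and concentration-effect curves were fitted to fusion, red and ratio data.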
Tb PFK inh – qHTS Assay to Find Inhibitors of T. brucei phosphofructokinase. T. brucei PFK, ADP-Glo luminescence. Potency, µM (highest dose often 57.5 µM), for inactives: top-dose activity, negative = inhibition, usual class: inhibitors. hit rate 0.17% among 330,000. AID 485367, 2010;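 also: potency is read from the fitted curve at half-maximal effect; 0% = uninhibited 1x PFK enzyme wells and -100% = no-enzyme wells; nearly all actives have a fitted effect of over 60% in size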
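ADP-Glo luminescence quantified ADP after 45 min at room temperature, with 1.25 nM T. brucei PFK, 0.1 mM ATP and 0.5 mM fructose-6-phosphate in pH 8.0 TEA buffer. qHTS titrations up to 57 µM; curves classified by quality.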
GALK inh – qHTS Assay for Inhibitors of Human Galactokinase (GALK); P51570; Purified GALK, Kinase-Glo residual ATP luminescence; Potency, µM (titrated, usually from 57.5 µM), for the others: at the highest dose activity change, negative = inhibition, most hits filed as inhibitors; hit rate 0.007% among 270,000; AID 1868, 2009; also: potency is read from the fitted curve at half-maximal effect; % is scaled to controls: 0 for no effect and ±100 for the full control effect
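Compounds were pin-transferred into ATP buffer (35 uM final), then GALK plus galactose (5 nM, 100 uM final) was added. After 1 h at room temperature, Kinase-Glo Plus was added and luminescence read after 10 min.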
Giardia killer – Small Molecules that selectively kill Giardia lamblia: qHTS; AID 540267, 2011; activity change, % at 7.66 µM, hits read low; Giardia lamblia trophozoite viability; hit rate 0.15% among 340,000; in the data active = activity change below about -80%; inconclusive = between about -30% and that limit;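 also: parasites exposed to compound for two days anaerobically before the ATP read; % is scaled to controls: 0 for no effect and ±100 for the full control effect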
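Anaerobic 48 hrs incubation at 37 deg C of 100 trophozoites/well with test compounds; ATPLite 1-Step luminescence, 15-30 min RT, reports cellular ATP as viability.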
KCNH2 WT inh – qHTS for Inhibitors of KCHN2 3.1: Wildtype qHTS | U2OS, BacMam KCNH2, thallium flux FluxOr; hits give low values | hit rate 0.37% among 340,000 | Voltage-gated inwardly rectifying potassium channel KCNH2 (Homo sapiens), Q12809 | activity change, % at 1.84 µM;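 active = maximum activity change below -70%; inconclusive = maximum activity change between -70% and -50%; inactive = maximum activity change above -50%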; also: % is scaled to controls: 0 for no effect and ±100 for the full control effect
Target sequence (Q12809 whole entry, looked up): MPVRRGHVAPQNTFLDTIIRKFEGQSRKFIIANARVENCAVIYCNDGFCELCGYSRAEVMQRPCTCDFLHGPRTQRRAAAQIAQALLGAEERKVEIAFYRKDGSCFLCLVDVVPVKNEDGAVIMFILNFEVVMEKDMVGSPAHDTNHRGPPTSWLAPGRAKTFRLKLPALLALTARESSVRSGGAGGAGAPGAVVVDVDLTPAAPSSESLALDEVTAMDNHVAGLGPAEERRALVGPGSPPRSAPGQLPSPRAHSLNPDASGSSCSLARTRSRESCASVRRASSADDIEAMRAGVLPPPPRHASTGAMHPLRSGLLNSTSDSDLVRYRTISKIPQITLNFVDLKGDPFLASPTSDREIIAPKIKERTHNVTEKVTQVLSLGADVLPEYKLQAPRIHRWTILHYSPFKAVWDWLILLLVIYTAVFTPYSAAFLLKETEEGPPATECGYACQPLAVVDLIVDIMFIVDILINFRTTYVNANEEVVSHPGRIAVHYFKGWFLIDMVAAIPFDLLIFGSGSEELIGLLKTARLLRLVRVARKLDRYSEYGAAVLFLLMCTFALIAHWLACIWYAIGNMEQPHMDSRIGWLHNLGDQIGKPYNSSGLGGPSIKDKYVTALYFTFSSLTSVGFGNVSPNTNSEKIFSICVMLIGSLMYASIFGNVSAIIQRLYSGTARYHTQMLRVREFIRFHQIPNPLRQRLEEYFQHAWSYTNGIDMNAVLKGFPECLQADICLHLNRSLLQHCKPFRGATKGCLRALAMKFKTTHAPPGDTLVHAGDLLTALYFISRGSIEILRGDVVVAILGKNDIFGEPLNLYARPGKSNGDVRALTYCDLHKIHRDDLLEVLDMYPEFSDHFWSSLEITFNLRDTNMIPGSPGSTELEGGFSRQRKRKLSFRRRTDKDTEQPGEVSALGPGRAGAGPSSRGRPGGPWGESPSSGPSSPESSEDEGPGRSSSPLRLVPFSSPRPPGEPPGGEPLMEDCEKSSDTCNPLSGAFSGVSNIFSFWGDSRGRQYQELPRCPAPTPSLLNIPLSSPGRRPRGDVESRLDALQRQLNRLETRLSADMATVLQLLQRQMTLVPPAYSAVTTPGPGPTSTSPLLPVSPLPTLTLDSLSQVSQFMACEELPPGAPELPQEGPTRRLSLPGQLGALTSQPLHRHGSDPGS
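U2OS cells were transduced with wild-type KCNH2 virus (2.03 x 10^8 / mL) for 4 h at room temperature, then cultured overnight at 37 C. Thallium flux was read with FluxOr dye. Rate constants were normalized to DMSO controls.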
TSHR antagonist – Antagonists of the Thyroid Stimulating Hormone Receptor: HTS campaign; Thyrotropin receptor (Homo sapiens), P16473; TSHR-expressing cells, TSH-stimulated cAMP HTRF, 2 h; hits give low values; activity change, negative = inhibition, % at 11.5 µM; hit rate 0.2% among 330,000;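 active = activity change below a set negative limit, meaning inhibition stronger than a set level, cut at about -70% in these data; inconclusive = activity change between two set negative limits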; also: % is scaled to controls: 0 for no effect and ±100 for the full control effect
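Inhibition of cAMP made by TSHR-expressing cells under TSH stimulation (4nM final, EC80; 2 h, 37 deg C) is quantified with a one-step lysis HTRF kit, anti-cAMP cryptate versus cAMP-d2.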
TCR act – Activators of T cell receptors: qHTS campaign | Potency, µM (highest dose often 9.22 µM), inactives show at the top dose activation of IL-2 secretion, hits mostly activators | primary human leukocytes, anti-CD3, IL-2 HTRF, 48 h | 330,000 tested, under 10 active; also: % of control where 0% means no effect
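Human primary leukocytes + a-CD3 beads + cpd, 48 hr; IL-2 in supernatant by HTRF (ex 320nm / em 665nm). No co-stimulatory signal supplied.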
Coupling enz – qHTS Assay for Inhibitors of Fructose-1,6-bisphosphate Aldolase from Giardia Lamblia: Coupling assay counterscreen; coupling enzyme system counterscreen, AmpLite Red fluorescence; activity change, negative = inhibition, % at 58.2 µM, hits read low; hit rate 0.67% among 290,000; AID 2472, 2010; in the data active = activity change below about -30%; also: % is scaled to controls: 0 for no effect and ±100 for the full control effect
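Fluorescence at 525 nm excitation and 598 nm emission measured inhibition of the coupled detection system without aldolase. Compounds (at 57.5 uM final) were preincubated 10 min at room temperature with coupling enzyme reagent before a 20 min substrate/AmpLite Red step.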
* marks the source's active call; other numbers are inactive results; ? = inconclusive; . = no result given; [ ] = dose if it differs, or a comment. Unless noted, calls follow the shape of the dose curve; as a rule, active = well fitted curve in the direction sought with a large enough effect; inconclusive = small, poorly fitted or top-dose-only effect, or another doubt; inactive = no such curve, though single readings can be large; an effect the other way counts as inactive or inconclusive.

SMILES	CXXC DNA block	A-T KAP1 phos	BCR signal inh	Tb PFK inh	GALK inh	Giardia killer	KCNH2 WT inh	TSHR antagonist	TCR act	Coupling enz
Cc1ccc(C(=O)N2CCC(C(=O)NC3CCCCCC3)CC2)cc1	22%	6%	6%	0%	1%	8	-1	-35	-3%	0
COc1ccc(N2C(=O)CC(C3CCCO3)C2=O)cc1 (stereo not drawn)	8%	5%	-4%	0%	0%	-20	-21	-7	6%	0
COCCSc1ccccc1C(=O)N1CCCC(C)C1 (stereo not drawn)	0%	-1%	-8%	-3%	0%	6	3	-6	-6%	-4
COc1ccc(N2C(=O)CSC2c2ccc([N+](=O)[O-])cc2)cc1 (stereo not drawn)	-9%	-9%	3%	-8%	-2%	7	-5	12	-4%	1
CCC1(C)Cc2c(sc3c2c2ncnn2c2nnc(SCC(=O)NCc4ccco4)n32)CO1 (stereo not drawn)	2%	0%	-1%	0%	11%	3	-4	40	-3%	1
COc1ccc(N(C)C(=S)Nc2ccc3nc(C)c(C)nc3c2)cc1	0%	-2%	0%	-4%	0%	-19	-5	9	5%[46.1 µM]	-9
O=C(NCc1ccco1)C1(c2ccc(Br)cc2)CCCC1	18%	-1%	?	-7%	1%	2	-6	1	.	3
Clc1ccc(Nc2ncnc3ccc(Br)cc23)cc1	-13%	-2%	?	0%	2%	7	9	6	-5%	-2
O=C(c1ccc(S(=O)(=O)N2CCOCC2)cc1)N(c1ccccn1)C1CCCCC1	-11%	-7%	12%	0%	1%	2	-3	6	2%	1
COc1cc(Nc2c3ccccc3nc3ccccc23)cc(OC)c1OC	-15%	-3%	?	0%	3%	-3	6	2	-2%	0
COc1ccc2oc(C(=O)OCC(=O)Nc3cc(S(=O)(=O)N4CCOCC4)ccc3OC)c(C)c2c1	.	-13%	7%	0%	.	2	0	-4	-3%	.
COc1ccc(/C=C\C(=O)NCc2ccc3c(c2)cc(C)n3C)cc1OC	18%	5%	-3%	-8%	.	26	3	3	4%	7
CC1CCN(c2ccc3nnc(CCC(=O)NCc4ccco4)n3n2)CC1	13%	-5%	-3%	2%	-7%	3	-3	-7	6%	1
O=c1c2ccccc2nnn1CSc1ccccc1F	2%	11%	-5%	-1%	1%	8	10	-11	5%[46.1 µM]	-1
COc1ccc(-c2nc(C)ncc2-c2ccccc2)c(O)c1	7%	-2%	-2%	-6%	2%	9	.	3	5%	3
COC(=O)c1c(NC(=O)COC(=O)[C@@H](NS(=O)(=O)c2ccc(C)cc2)C(C)C)sc2c1CCC2	?	3%	?	3%	0%	7	-16	14	3%[46.1 µM]	-2
Cc1c(C(=O)O)cccc1[N+](=O)[O-]	.	-8%	-2%	-1%	.	-4	-2	4	-7%	.
CCOC(=O)c1c(C)[nH]sc1=S	6%	6%	-9%	-3%	2%	-14	3	21	-13%	-2
CCOc1ccc(S(=O)(=O)n2cnc3cc(C)c(C)cc32)cc1	-4%	4%	-4%	-6%	0%	12	-10	-21	.	-1
O=C(NC(=S)Nc1cccc2ncccc12)c1cccs1	-5%	3%	12%	-5%	-8%	14	-1	-3	5%	3
Cc1cc(C(=O)CSc2nc3ccccc3n2CCC#N)c(C)n1Cc1cccs1	23%	-6%	-23%	6%	0%	1	2	9	-4%	-1
O=c1c2nccnc2[nH]c(=S)n1Cc1ccccc1	11%	-4%	1%	-2%	-1%	8	3	7	-3%	-2
Cc1nc2ccccc2nc(C)c1=NOCc1cccc(F)c1	1%	9%	16%	-2%	1%	-20	22	-6	-5%	0
COc1ccc(CCNc2oc(-c3ccc(OC)c(OC)c3)nc2C#N)cc1	-5%	0%	?	4%	2%	6	-18	3	1%	-3
CC(=O)c1c(C)[nH]c(C(=O)OCC(=O)Nc2cc(C(F)(F)F)ccc2N2CCOCC2)c1C	-17%	7%	?	2%	2%	1	25	16	-6%	1

Single records (already shown). Screens in order: CXXC DNA block | A-T KAP1 phos | BCR signal inh | Tb PFK inh | GALK inh | Giardia killer | KCNH2 WT inh | TSHR antagonist | TCR act | Coupling enz
Listed for O=c1c2ccccc2nnn1CSc1ccccc1F → 2% | 11% | -5% | -1% | 1% | 8 | 10 | -11 | 5%[46.1 µM] | -1
Listed for O=C(NCc1ccco1)C1(c2ccc(Br)cc2)CCCC1 → 18% | -1% | ? | -7% | 1% | 2 | -6 | 1 | . | 3
Listed for Cc1c(C(=O)O)cccc1[N+](=O)[O-] → . | -8% | -2% | -1% | . | -4 | -2 | 4 | -7% | .
Listed for COc1ccc(CCNc2oc(-c3ccc(OC)c(OC)c3)nc2C#N)cc1 → -5% | 0% | ? | 4% | 2% | 6 | -18 | 3 | 1% | -3
Listed for CCC1(C)Cc2c(sc3c2c2ncnn2c2nnc(SCC(=O)NCc4ccco4)n32)CO1 (stereo not drawn) → 2% | 0% | -1% | 0% | 11% | 3 | -4 | 40 | -3% | 1

Other entries:
SMILES	CXXC DNA block	A-T KAP1 phos	BCR signal inh	Tb PFK inh	GALK inh	Giardia killer	KCNH2 WT inh	TSHR antagonist	TCR act	Coupling enz
CCN(C(=O)c1cccnc1)c1ccccc1	-2%	.	.	.	2%	-3	-17	.	4%	0
CC(=O)Nc1ccc(S(=O)(=O)NNC(=O)COc2cccc(C)c2)cc1	5%	0%	-11%	-3%	.	0	4	1	-7%	3
COc1cc(NS(=O)(=O)c2ccc(N/C=C(\C#N)c3nc4cc(Cl)ccc4o3)cc2)nc(OC)n1	11%	4%	?	10%	-4%	12	4	-23	2%	-3
CS(=O)(=O)N1N=C(c2cccs2)CC1c1ccccc1O (stereo not drawn)	-1%	.	?	-3%	-1%	-2	0	-2	-25%	-1
O=C(O)c1csc(-n2nc(-c3ccccc3)cc2C(F)(F)F)n1	-14%	-4%	5%	0%	4%	22	-1	-9	-9%	9
Cc1ccc(C2SCCN2C(=O)c2ccc([N+](=O)[O-])cc2)cc1 (stereo not drawn)	0%	4%	1%	2%	1%	-9	25	7	-2%[46.1 µM]	-4
CCOC(=O)C(Oc1ccc2c(-c3ccccc3)cc(=O)oc2c1C)c1ccccc1 (stereo not drawn)	6%	5%	3%	-2%	-2%	-2	12	31	-8%[46.1 µM]	0
CCOc1cccc2sc(NN)nc12	-3%	-4%	?	-21%	0%	12	1	-10	1%	-4
CCOC(=O)C1CCN(C(=O)Nc2ccc3c(c2)nc(C)n3C)CC1	1%	3%	-1%	-2%	-1%	10	17	4	.	-5
O=C(Nc1ccccc1)N1N=CCC1c1ccccc1 (stereo not drawn)	3%	4%	-1%	1%	-2%	-3	-5	-2	0%	4
CC(=O)N(CC(=O)Nc1nn(-c2ccccc2)nc1C(N)=O)Cc1ccccc1	-8%	4%	7%	5%	0%	-14	3	-1	-1%	0
O=[N+]([O-])c1ccc(N/N=C/c2cccc(O)c2)cc1	13%	0%	?	-9%	-1%	9	-3	-12	-5%	-7
CC1CCN(CC(=O)Nc2ccc(S(=O)(=O)N3CCCCC3)cc2)CC1	1%	-7%	1%	-1%	-2%	-1	26	15	0%	-2
COc1ccc(CCC(C)NCc2ccc(Cl)c(Cl)c2)cc1 (stereo not drawn)	?	3%	-1%	-16%	-1%	12	17	-13	3%	0
O=C1[C@@H]2C(c3cccnc3)=NO[C@@H]2C(=O)N1c1ccc(Br)cc1	-3%	7%	2%	7%	-5%	-13	1	-5	-1%	0
CCCCc1[nH]c(=O)c(C#N)c2c1CSC(C)(C)C2	-4%	7%	2%	2%	4%	-7	-9	8	-4%	1

Shown as labelled records: part of the list above
CC(=O)Nc1ccc(S(=O)(=O)NNC(=O)COc2cccc(C)c2)cc1
  CXXC DNA block: 5%	A-T KAP1 phos: 0%	BCR signal inh: -11%	Tb PFK inh: -3%	GALK inh: .	Giardia killer: 0	KCNH2 WT inh: 4	TSHR antagonist: 1	TCR act: -7%	Coupling enz: 3
COc1cc(NS(=O)(=O)c2ccc(N/C=C(\C#N)c3nc4cc(Cl)ccc4o3)cc2)nc(OC)n1
  CXXC DNA block: 11%	A-T KAP1 phos: 4%	BCR signal inh: ?	Tb PFK inh: 10%	GALK inh: -4%	Giardia killer: 12	KCNH2 WT inh: 4	TSHR antagonist: -23	TCR act: 2%	Coupling enz: -3
